Compound activity from PubChem BioAssay.
PAX8 inh HTS: PAX8 transcriptional activity inhibition; inhibition, % at 12.6 µM; actives 1.2% (n = 360,000); AID 652154; RMG-I TPO-luciferase reporter, SteadyGlo, 24 h;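 active means mean replicate inhibition at least 60% with every replicate also reaching 60%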;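 further: luciferase light reporting Pax8 driven TPO promoter activity; plate controls were median of neutral control wells for no effect and mitoxantrone controls for full effect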
LGR2 antag: inhibitors of bursicon-induced Drosophila LGR2 receptor cAMP signaling | HEK293 LGR2, CRE-luciferase, bursicon-stimulated, 4 h | inhibition, % at 9.99 µM | actives 0.35% (n = 380,000) | AID 720647;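 active means drop in luminescence signal, shown as inhibition above about 50% in the replicate tests, limit read from the data, passing the limit was not always enough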;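 further: agonist challenge used bursicon conditioned medium at about half maximal strength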
INS-1E GSIS act: primary screen for activators of insulin secretion dependent on glucose, INS-1E cells, GLuc reporter luminescence. INS-1E GLuc reporter insulin secretion, 2-3 h. activation, % at 16.6 µM. actives 0.61% (n = 370,000). AID 743287;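 active means lowest replicate activation of at least 40%, so every replicate reaches that level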;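 further: 0% = median of neutral control wells and 100% = median of IBMX positive control wells; some compounds called inactive have numbers as strong as hits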
An asterisk follows results filed as active. A portion of the library, so the mix of outcomes need not match the whole.

SMILES | PAX8 inh HTS | LGR2 antag | INS-1E GSIS act
Cc1noc(C)c1CCC(=O)N1CCCC(CCC(=O)NCc2ccccc2F)C1 (configuration not stated) | -9 | -27 | -11
CCCCNC(=O)C(NC(=O)c1cccnc1OC)C(=O)c1ccccc1 (configuration not stated) | -12 | -21 | 0
NS(=O)(=O)c1ccc(NC(=S)N2CCN(S(=O)(=O)c3ccc(F)cc3)CC2)cc1 | 4 | 16 | 5
CCCN1CCCCC(NC(=O)c2c(F)cccc2F)C1=O (configuration not stated) | -11 | -3 | 4
CCOc1ccc(CCN2C(=S)N([C@@H](Cc3ccccc3)CN3CCCC3CN3C(=S)NC[C@@H]3Cc3ccccc3)C[C@@H]2Cc2ccc(O)cc2)cc1 (some centres not stated) | 33 | 32 | -3
COc1ccc(-c2ccc3n(c2=O)C[C@@H]2[C@@H](CO)[C@H](C(=O)NCCN4CCCCC4)N(C)[C@H]32)cc1 | 6 | 2 | 2
O=C(N[C@H](C(=O)N1CCC[C@H]1C(=O)NC1CCCC1)C1CCCCC1)c1ccc(Cl)cc1Cl | -4 | -2 | -28
COC(=O)[C@]1(CC(C)C)NC=C(C(=O)c2ccccc2)[C@@H]1c1cccc(C(F)(F)F)c1 | -2 | -9 | -42
COc1ccc(OC)c2[nH]c(=O)c(CCNC(=O)Cc3cccs3)cc12 | 7 | -1 | 6
O=C(CN1CCN(C/C=C/c2ccccc2)CC1)NCc1ccccc1 | 6 | -3 | -2
O=C(NCc1ccccc1)C1C(c2ccc3c(c2)OCO3)=Nc2ccccc2N1C(=O)c1cccc(C(F)(F)F)c1 (configuration not stated) | 15 | -9 | -26
C[C@H]1[C@@H](c2ccccc2)Oc2ccc(Cl)cc2S(=O)(=O)N1Cc1cccc(F)c1 | 4 | -13 | 8
Cc1oc2ccc(NS(=O)(=O)c3ccccc3)cc2c1C(=O)Nc1ccccc1 | 17 | -10 | -26
N#CCC(=O)N/N=C/c1cc(-c2ccccc2)n(-c2ccc(Cl)cc2)c1-c1ccccc1 | 22 | 9 | 12
Cc1cc(O)cc(=O)n1-c1cccc([N+](=O)[O-])c1 | -22 | -10 | 8
CCOC(=O)c1[nH]c2ccc(OC)cc2c1NC(=O)c1ccccc1C(=O)O | -74 | -26 | -3
COCc1[nH]nc2c1C(c1ccccc1)N(Cc1ccccc1)C2=O (configuration not stated) | 11 | -8 | 4
O=c1[nH]c(=S)[nH]c2c1[C@H](C1CC1)O[C@H](CCc1ccccc1)C2 | -21 | -2 | -8
CCCCn1c(N)c(N(CCOC)C(=O)c2ccc(Br)o2)c(=O)[nH]c1=O | -5 | -4 | -3
O=C(O)CCCC(=O)OCCCc1cc2ccccc2c(=O)o1 | -1 | 28 | 7
COC(=O)N1C[C@H](Oc2cccc3ccccc23)[C@H]2C[C@@H]1c1ccccc1O2 | -4 | 11 | 17
NC(=O)c1cc(C(N)=O)nc(Cl)n1 | 27 | 7 | 13
Cc1nn(-c2ccccc2)c(N2CCCC2)c1/C=C1\N=C(c2ccccc2)OC1=O | 0 | 3 | 0
O=C(NC1CCCC1)C(c1ccco1)N1CCN(c2c(Cl)cncc2Cl)CC1 (configuration not stated) | 13 | -1 | -32
COC(=O)C1=C(C)N(Cc2ccccc2C(F)(F)F)C(=NCc2ccc(C(F)(F)F)cc2)NC1c1ccccc1 (configuration not stated) | 2 | -2 | -26
Cn1cnc([N+](=O)[O-])c1Oc1cccc2ccccc12 | 15 | 21 | 6
CCOC(=O)C(C)c1c(C(=O)c2ccc(C)nc2)c2ccccc2n1C (configuration not stated) | 12 | -6 | -1
CC1(C(=O)NCc2ccccc2)CSCC(=O)N1Cc1cccc(F)c1 (configuration not stated) | 3 | -13 | -15
O=C(N[C@H](C(=O)N1CCC[C@H]1C(=O)NCc1ccccc1)C1CCCCC1)c1ccccc1 | -3 | -27 | -24
CCCCC[C@@H](C)N1C[C@@H](COCc2ccccc2)Oc2cc(N3CC[C@@H](O)C3)ccc2S1(=O)=O | 23 | 25 | -2
C=CS(=O)c1sc(Cl)c(N2CCOCC2)c1[N+](=O)[O-] (configuration not stated) | 36 | 10 | 100*
CN(CCc1ccccc1)C(C(=O)c1ccc2c(c1)OCO2)c1nnnn1-c1ccccc1NC(=O)OC(C)(C)C (configuration not stated) | -34 | -34 | 20
C[C@H](O)[C@@H]1C(=O)N2CCc3c([nH]c4ccccc34)[C@@H]2C[C@@H]1N(C)C(=O)OCc1ccccc1 | -2 | 3 | -26
Nc1nnc(SCCCC(=O)c2ccccc2)s1 | -22 | -6 | 7
FC(F)(F)c1ccc(CN2C[C@@H]3C(c4ccc(Cl)nc4)C4(c5cccnc5)CC3(C4)[C@H]2c2ccccc2)cc1 (some centres not stated) | 25 | 18 | -7
O=C(C1CCCCN1S(=O)(=O)c1ccccc1[N+](=O)[O-])N1CCOCC1 (configuration not stated) | 4 | 9 | -3
CCc1ccc(CNC(=O)CCc2nnc(Cc3cccc(C(F)(F)F)c3)o2)nc1 | -9 | 21 | -14
C[C@@H](C(=O)NCc1ccc(S(C)(=O)=O)cc1)[C@H]1C[C@]1(C)[C@H](NC(=O)OCc1ccccc1)c1ccccc1 | 9 | -2 | -41
CC(=O)C1=C(C)N(Cc2ccc(F)cc2)C(=S)NC1c1ccc(Cl)cc1 (configuration not stated) | 1 | -2 | -45
N#Cc1ccc(-c2nc3cc(C#N)c(C#N)cc3nc2-c2ccccc2)cc1C#N | 19 | -1 | -21

3 structures out of the list, arranged by length of the SMILES, descending:
SMILES | PAX8 inh HTS | LGR2 antag | INS-1E GSIS act
C[C@@H](C(=O)NCc1ccc(S(C)(=O)=O)cc1)[C@H]1C[C@]1(C)[C@H](NC(=O)OCc1ccccc1)c1ccccc1 | 9 | -2 | -41
O=C(N[C@H](C(=O)N1CCC[C@H]1C(=O)NCc1ccccc1)C1CCCCC1)c1ccccc1 | -3 | -27 | -24
O=C(O)CCCC(=O)OCCCc1cc2ccccc2c(=O)o1 | -1 | 28 | 7

Next entries follow.
SMILES | PAX8 inh HTS | LGR2 antag | INS-1E GSIS act
CCCCC[C@H](C)N1C[C@@H](COCc2ccccc2)Oc2cc(N3CCC[C@@H]3CO)ccc2S1(=O)=O | -1 | -11 | 4
COc1ccc(C(C(=O)NC2CCCC2)n2c(Cc3cc(F)cc(F)c3)nc3ccccc32)cc1 (configuration not stated) | 1 | 5 | -25
COC(=O)C(CC(C)C)N(Cc1ccc(Br)cc1)S(=O)(=O)CCl (configuration not stated) | 13 | 13 | -13
CC(C)c1nnc(NC(=O)c2nc(S(=O)(=O)Cc3ccccc3F)ncc2Cl)s1 | 0 | -16 | 25
COc1ccc2c3c(n(C)c2c1)[C@H](CO)N(C(=O)C1CC1)CC31CN(C(=O)Nc2cccc(F)c2)C1 | 17 | 1 | -20
C[C@H](c1ccccc1)N1C[C@@H](COCc2ccccc2)Oc2cc(N3CCC[C@H]3CO)ccc2S1(=O)=O | 4 | -11 | 1
C/C(=N/NC(=O)C(=O)N/N=C(/C)c1ccccc1)c1ccccc1 | -14 | -9 | -4
CC(C)(C)NC(=O)C(c1ccc(C#N)cc1)n1c(=O)c(-c2cc3ccccc3[nH]2)nc2ccccc21 (configuration not stated) | 65* | -12 | -2
CCCc1nc2c(C)cc(Br)cn2c1Cc1cccc(Cl)c1 | -39 | -21 | 24
COc1ccc(Cc2c(C3CCCCC3)nc3ccc(C)cn23)c(C)c1 | -12 | -22 | -19

4 entries from above, with values under each structure.
Every second line gives: PAX8 inh HTS, LGR2 antag, INS-1E GSIS act
- C[C@H](c1ccccc1)N1C[C@@H](COCc2ccccc2)Oc2cc(N3CCC[C@H]3CO)ccc2S1(=O)=O
    4, -11, 1
- C/C(=N/NC(=O)C(=O)N/N=C(/C)c1ccccc1)c1ccccc1
    -14, -9, -4
- CC(C)(C)NC(=O)C(c1ccc(C#N)cc1)n1c(=O)c(-c2cc3ccccc3[nH]2)nc2ccccc21 (configuration not stated)
    65*, -12, -2
- CCCc1nc2c(C)cc(Br)cn2c1Cc1cccc(Cl)c1
    -39, -21, 24

More structures:
SMILES | PAX8 inh HTS | LGR2 antag | INS-1E GSIS act
CCCCC[C@@H]1CCCCC[C@@H](O)C[C@@H](O)[C@H](O)/C=C/C(=O)O1 | -2 | 10 | -9
CN(C(=O)CCN1C(=O)C2C3C=CC(C3)C2C1=O)c1ccccc1 (configuration not stated) | -4 | 4 | -15
O=[N+]([O-])c1cccc(NC(=S)Nc2nc(-c3ccc(Cl)cc3Cl)cs2)c1 | -5 | 15 | 28
CCc1ccc(OCc2nnc(SCC(=O)Nc3cccc(C(=O)N4CCOCC4)c3)o2)cc1 | -7 | -24 | -6
COc1ccc(C(=O)c2[nH]c(N)c(C(N)=O)c2-c2ccc(OC)c(OC)c2)cc1 | -81 | -11 | -3
CCN(CC)CCSc1nc2ccccc2c(=S)n1-c1ccccc1 | 7 | 3 | -3
CC(=NNC1=NCCN1)c1cnn(C2=NCCN2)c1C | -8 | 12 | 2
CCOc1cc(OCC)cc(C(=O)N2CCC[C@H]2C(=O)N2CCC[C@H]2C(=O)NCc2ccncc2)c1 | 2 | -4 | 1
O=C(Nc1ccccc1)N1CCN(Cc2ccc(Cl)cc2)CC1 | 20 | 27 | -10
Cc1ccc([C@H]2C[C@]34CNS(=O)(=O)[C@H]3C[C@H]2O4)cc1 | -14 | 0 | -8
O=C(NCc1ccccc1Cl)[C@H]1CCCN1C(=O)[C@H]1CCCN1C(=O)c1cccc2ccccc12 | 19 | -8 | -31
CCCCCCC12Cc3cc(OC)c(OC)cc3C(O1)c1c(cc(C)oc1=O)O2 (configuration not stated) | 12 | 11 | -35
COc1ccc(CN2C(=O)CN(S(C)(=O)=O)CC2(C)C(=O)Nc2c(C)cccc2C)cc1 (configuration not stated) | -12 | -12 | -4
COc1ccc2c3c([nH]c2c1)[C@@H](CO)N(C(=O)C1CCCC1)CC31CN(C(=O)NC(C)C)C1 | 2 | -2 | -16
CC1CCCCc2nc3c(c(=O)n21)CCCC3 (configuration not stated) | -11 | 1 | 13
COc1cccc(-c2nc(CCl)cs2)c1OC | -29 | -10 | 21
COC(=O)[C@@]12C[C@@H](CC(=O)NCc3ccc(OC)c(OC)c3)C(=O)N(Cc3ccco3)C1=CCC(C)(C)C2 | -5 | -11 | -15
O=C1NC(Cc2ccccc2)c2nc3ccc(Cl)cc3c(=O)n2-c2cc(Cl)ccc21 (configuration not stated) | 7 | -3 | -3
COC(=O)[C@@]1(Sc2ccc(C)cc2)CC(=O)N[C@@H]1c1ccco1 | -6 | -15 | 14
COC(=O)[C@]12CCCCC=C1N(Cc1ccco1)C(=O)[C@H](CC(=O)NCCCN1CCCC1=O)C2 | -10 | -15 | 4
NC(=O)c1nnsc1-c1ccc(-c2snnc2C(N)=O)cc1 | -6 | -12 | -1
COc1ccccc1NS(=O)(=O)c1cc(C(=O)NCC(c2ccco2)N(C)C)ccc1C (configuration not stated) | 2 | 9 | -1
C=CCN=Cc1sc2ccc(OCC)cc2c1O | -300 | -49 | 5
NC(=O)C1(N2CCCCC2)CCN(C(=S)NC2CCCC2)CC1 | -15 | 8 | 10
CN(C)CCCN(CCCNC(=O)/C=N/O)Cc1ccccc1 | 6 | 6 | 62
COC(=O)C1=CN(c2ccc(Oc3ccccc3)cc2)C(N)=C(C#N)C1c1ccccc1 (configuration not stated) | 17 | 5 | 10
Cc1ccc(S(=O)(=O)N2CCC(C(=O)OCC(=O)NCCc3ccccc3)CC2)cc1C | 2 | -7 | -22
COc1ccc2c3c([nH]c2c1)[C@@H](CO)N(Cc1nccs1)CC31CCN(C(=O)C2CC2)CC1 | 0 | -11 | 2
COC(=O)C1=C(C)N(Cc2ccc(Cl)cc2)C(=S)NC1c1ccc(Br)cc1 (configuration not stated) | 14 | 2 | 12
O=S(=O)(Nc1ccc(-c2ccc3nncn3n2)cc1)c1ccccc1Cl | -3 | -1 | 40*
COC(=O)C1(C(=O)OC)C[C@H](c2ccc(OC)cc2)N(Cc2ccccc2OC)[C@@H]1c1ccc(OC)cc1 | -10 | 6 | 0
COc1ccc(N=c2cc(-c3ccc(O)cc3)oc3ccccc23)cc1 | -39 | -8 | 8
